TTR transcr act – activators of transthyretin transcription. SH-SY5Y TTR promoter Gaussia luciferase, luminescence; 100% = recombinant luciferase protein wells. activation, % at 16.7 µM. 92,000 compounds, 1.3% hits. AID 1117267;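 active means activation above the mean of all tested compounds plus 3 SD, cut at about 9.5% in these data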;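 further: cells exposed to compounds for one day before reading; 0% = median of all test compound wells on the plate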
Starred values were filed as active, the others as inactive.

SMILES	TTR transcr act
CCOc1ccccc1NC(=O)Nc1ccc(Cl)cc1	-2.2
S=C(NC1CCCCC1)NN1CCOCC1	-0.9
O=C(NCCCc1ccccc1)Nc1cccc(Cl)c1	-1.5
O=C(NCc1nc2ccccc2[nH]1)C1=C[C@H](c2coc3ccccc3c2=O)C[C@H](OCCCCO)O1	3.4
COC(=O)c1sc(=S)n(-c2ccccc2OC)c1N	-2.4
Cc1cnc(NC(=O)CCCc2nc3ccccc3s2)s1	12.6*
COCC(C)n1c(C)cc(C(=O)COC(=O)c2ccc3ncsc3c2)c1C (stereo not drawn)	0.3
O=C(CCS(=O)(=O)c1cccc2nsnc12)N1CCN(C(=O)c2ccco2)CC1	1.9
Cc1[nH]c2ccccc2c1C(=O)C(=O)NCCCn1ccnc1	-0.9
Oc1ccc(CNc2ccccc2C(F)(F)F)c2cccnc12	0.1
CCOc1ncccc1C(=O)Nc1cc(C(F)(F)F)ccc1N1CCOCC1	1.1
O=C(N/C(=C/c1cccc([N+](=O)[O-])c1)C(=O)N1CCOCC1)c1ccccc1Br	-1.1
O=C(c1sc(N2CCOCC2)nc1-c1ccccc1)N1CCCCC1	0.6
S=C(NCCc1ccccc1)Nc1ccc(Nc2ccccc2)cc1	1.4
Cc1ccc(OC(=O)CCC(=O)Nc2ccc(C(N)=O)cc2)cc1	-0.1
O=C(O)C1C2C=CC3(CN(Cc4ccccn4)C(=O)C13)O2 (stereo not drawn)	0.9
COc1ccc(OCCC(=O)NCc2ccccc2)cc1	-3.5
CCn1c2ccccc2c2cc(CN3CCN(S(=O)(=O)CC)CC3)ccc21	18.9*
COc1ccc(CNC(=O)C(=O)NCc2ccncc2)cc1	7.8
O=C(NC(=S)Nc1ccc2oc(=O)ccc2c1)c1ccccc1F	0.7
O=C(Nc1ccccc1)N1CCc2c([nH]c3ccccc23)C1C(F)(F)F (stereo not drawn)	2.6
O=C(C1=C(O)C(=O)N(CCCN2CCOCC2)C1c1ccccn1)c1cc2ccccc2o1 (stereo not drawn)	-3.2
CC1CCCC(NC(=O)c2cc(-c3ccncc3)nc3ccccc23)C1C (stereo not drawn)	-2.0
O=C(CN1CCCC1)Nc1ccc2c(c1)CCC2	-1.0
Cc1cccc(C)c1NC(=O)CC(NCCc1ccccc1)C(=O)O (stereo not drawn)	-1.9
CCCCC(=O)Nc1ccc(C(=O)NNC(=S)NC(=O)c2ccccc2[N+](=O)[O-])cc1	3.9
O=C(NNc1cc(Cl)ccc1Cl)C1CCC1	1.9
Cc1nc(C(=O)NC(C)C)nn1-c1cc(Cl)cc(Cl)c1	-0.6
CC(C)COn1c(=S)[nH]c2ccccc2c1=O	0.2
C=CCNC(=S)/N=c1/ccccn1CCC	-1.0
Cc1cc(C)nc(NS(=O)(=O)c2ccc(NC(=O)COc3ccccc3F)cc2)n1	-1.1
COc1cc(C2C3=C(CCCC3=O)Nc3[nH]n(-c4ccccc4)c(=O)c32)ccc1O (stereo not drawn)	-2.7
Cc1cc(C)c(S(C)(=O)=O)c(S(=O)(=O)c2ccc(Cl)cc2)n1	0.3
O=C(NC1CCOC1=O)c1ccccc1 (stereo not drawn)	1.3
COC(=O)[C@]1(C)N[C@H](CN(C)C(=O)c2ccccc2)[C@@H]2C(=O)N(C)C(=O)[C@@H]21	-1.0
CN=C1N(C)C[C@@H]2[C@@H]3C(=O)N(Cc4ccccc4)C(=O)[C@@H]3[C@](Cc3ccccc3)(C(=O)OC)N12	-1.7
CCC(C)NC(=O)CSc1nnc(-c2cc(-c3cccs3)nc3ccccc23)o1 (stereo not drawn)	-0.8
C=CCn1c(SCc2csc(-c3ccc(Cl)cc3)n2)nnc1-c1ccccc1OC	-0.6
Cc1ccc(SCC(=O)Nc2nncs2)cc1	-1.9
COc1cc(C)c(C)cc1S(=O)(=O)n1c(C)nc2ccccc21	-0.1
c1ccc(CCc2nc(-c3ccc(-n4cccc4)cc3)no2)cc1	-0.1
O=C(NNC1=NCCCCC1)Nc1ccc(Cl)cc1	0.7
O=C(O)C(Oc1ccc(Cl)cc1)c1ccc(Cl)cc1 (stereo not drawn)	0.7
CCCCOc1ccc(N2C(=O)CC(N(O)c3ccccc3)C2=O)cc1 (stereo not drawn)	-1.5
Cc1ccc(Nc2c(-c3cccnc3)nc3ccc(Br)cn23)cc1	-0.9
COc1ccc([C@@H]2C[C@H]3CN(Cc4ccccc4OC)C(=O)[C@]34CCCN24)cc1C	-1.0
CC(Oc1ccc(Cl)cc1Cl)C(=O)Nc1cccnc1 (stereo not drawn)	4.4
CCCCCc1ccc(-c2cn(CCCOCc3ccccc3)nn2)cc1	2.3
CCCC(=O)Nc1cc2c3c(c1)CC(=O)N3CCC2	-0.2
O=C(Cn1c(=O)sc2ccccc21)NCc1ccco1	-0.4
O=C(Cn1nnc(-c2cc(C(F)(F)F)cc(C(F)(F)F)c2)n1)NNC(=S)Nc1ccc(Cl)cc1	5.5
CCN1C(=O)c2cccc3c(NC(=O)C(C)(C)C)ccc1c23	0.6
COc1cc(-c2ncc3ccccn23)cc(OC)c1OC	8.7
Cc1ccc(-n2c(SCC(=O)N3CCCCC3)nc(O)c(Cc3ccccc3)c2=O)cc1	2.0
CCOc1ncccc1C(=O)N(CC)CC(=O)NCc1ccc(F)cc1	2.4
CCOc1ccc(N(CC(=O)Nc2cc(OC)cc(OC)c2)S(=O)(=O)c2c(C)[nH]c(=O)[nH]c2=O)cc1	-1.0
CC(C)[C@H]1COCCS(=O)(=O)N1Cc1ccccc1F	0.4
CCOC(=O)c1cc(-c2ccc(OC)cc2)n[nH]1	-0.3
CCOc1cc(C(=O)N2CCC(CC3CC(c4cccc(Br)c4)=NO3)(C(=O)NCC3CCCCC3)CC2)cc(OCC)c1OCC (stereo not drawn)	-5.0
FC(F)Oc1ccc(C2N=C(c3ccccc3)NO2)cc1 (stereo not drawn)	-1.0

Continuation:
SMILES	TTR transcr act
CC(C)(C)c1cc(=O)[nH]c(SCc2ccccc2)n1	-0.8
CC(=O)c1cccc(CN2CCN(C3CCCC3)C(CCO)C2)c1 (stereo not drawn)	0.2
CN(CC(=O)O/N=C(\N)c1ccc([N+](=O)[O-])cc1)S(=O)(=O)c1ccccc1	4.8
CCCCOc1ccc(NS(=O)(=O)c2ccc(-n3cnnn3)cc2)cc1	-0.2
Cc1ccc(-n2cc(CNC(C)c3cnn(C)c3)c(-c3ccc(F)cc3)n2)cc1 (stereo not drawn)	-1.5
CCN(CC)c1ccc2cc(C=O)c(=O)oc2c1	-2.2
O=C(/C=C/c1cccc([N+](=O)[O-])c1)N1CCN(C(=O)c2ccco2)CC1	0.3
C=CCN1C(=O)CSc2ccc(C(=O)OCC)cc21	1.3
Cc1ccc(NS(=O)(=O)c2ccc3[nH]c(=O)oc3c2)cc1Cl	-0.4
Clc1ccccc1OCCCCN1CCNCC1	8.1
CC(C)[C@H](NS(=O)(=O)c1ccccc1)C(=O)OCC(=O)NCc1ccc2c(c1)OCO2	1.7
CCC(CC)NC(=O)O[C@H]1CC[C@@]23CCCN2C(=O)CCC[C@H]3C1	-1.3
CCOC(=O)Cc1csc(NC(=O)c2ccc(Cl)nc2)n1	-2.5
COc1ccc2c(c1)c(=O)oc1c(C)c(OC(C)C(=O)N[C@@H](Cc3c[nH]c4ccc(O)cc34)C(=O)O)ccc12 (stereo partly drawn)	-1.9
Cc1ccccc1C(=O)NC1CCCCN(Cc2cccc(Cl)c2)C1=O (stereo not drawn)	-1.1
O=C(NCc1nc(-c2ccc(C(F)(F)F)cc2)no1)Nc1ccc(F)cc1F	-1.4
CCC(C)[C@H](NC(=O)NCc1ccccc1)C(=O)O (stereo partly drawn)	0.1
Cc1ccc(Cn2c(CCNc3nc(-c4ccc(Cl)c([N+](=O)[O-])c4)cs3)nc3cc(C(=O)NCCCO)ccc32)cc1	-2.2
O=C(Nc1cccc(S(=O)(=O)N2CCCCC2)c1)c1ccc(S(=O)(=O)C(F)F)cc1	-3.9
CCOc1ccc(C(=O)NC2CCN(S(C)(=O)=O)CC2)cc1	-0.5

Reprinted from the part before: 4 entries, followed by the next part.
SMILES	TTR transcr act
CCC(C)[C@H](NC(=O)NCc1ccccc1)C(=O)O (stereo partly drawn)	0.1
Cc1ccc(Cn2c(CCNc3nc(-c4ccc(Cl)c([N+](=O)[O-])c4)cs3)nc3cc(C(=O)NCCCO)ccc32)cc1	-2.2
O=C(Nc1cccc(S(=O)(=O)N2CCCCC2)c1)c1ccc(S(=O)(=O)C(F)F)cc1	-3.9
CCOc1ccc(C(=O)NC2CCN(S(C)(=O)=O)CC2)cc1	-0.5
Cc1cc(N=Nc2ccccc2)cc(C)c1NC(=O)C(F)(F)F	-0.5
O=C1[C@H]2CC3C=CC2(O3)[C@@H]2OCCCN12 (stereo partly drawn)	-0.2
COc1ccccc1N(C(=O)c1snc(C(N)=O)c1N)C(C(=O)NCCC(C)C)c1ccco1 (stereo not drawn)	-1.4
CCOc1ccc(S(=O)(=O)NCCC(=O)NCC(c2cccs2)N2CCOCC2)cc1 (stereo not drawn)	1.0
CC(=C/C(=O)O)/C=C/c1ccco1	0.0
O=C(COc1ccccc1)OCc1csc(Nc2ccccc2)n1	0.1
Cn1c(SCc2cccnc2)nc2c(c1=O)SCC2	0.5
CC(=O)N1CCN(c2ccccc2NC(=O)c2ccc3ccccc3c2)CC1	-2.2
CCn1cc(/C=C/C(=O)NCc2c(C)nn(C)c2C)cn1	0.8
CC(C)(C)S(=O)(=O)N1Cc2cc(CO)cc(CCO)c2[C@@H]1CCO	-0.1
Cc1ccc(-n2cc(-c3ccccc3)[nH]c2=O)cc1F	-3.5
O=C(Cc1cccs1)Nc1nnc(C2CC2)s1	0.8
CC1CCCN(C(=O)c2ccc(NS(=O)(=O)c3ccc4[nH]c(=O)[nH]c4c3)cc2)C1 (stereo not drawn)	-0.8
C=CCNC(=O)/C(C#N)=C/c1c(C)nn(-c2ccccc2)c1Cl	0.4
O=C(CSc1nc(O)cc(=O)n1-c1ccc(Cl)c(Cl)c1)Nc1ccc(Cl)cc1Cl	8.3
CCCN(CCC)C(=O)CP(=O)(c1ccccc1)c1ccccc1	0.1
O=C(NCC1CCCCC1)c1ccc2nc([C@@H]3O[C@H](CO)[C@@H](O)[C@H]3O)[nH]c2c1	-0.9
Cc1cccc(C)c1NC(=O)C(=O)c1cn(C)c2ccccc12	0.1
COc1ccc(CNC(=O)c2c[nH]c3ccccc3c2=O)cc1	-0.8
CCC(CO)NC(=O)c1cc2c(s1)CCC2 (stereo not drawn)	1.9
CCCCN(CCCC)c1nn[nH]n1	2.0
COc1ccc(OCCC(=O)N2CCN(C)CC2)cc1	0.4
CCOC(=O)c1sc(NC(=O)CCCn2nc([N+](=O)[O-])cc2C)c(C(=O)OCC)c1C	0.8
O=C(Nc1nc2c(Br)cc(Br)cc2c(=O)s1)C1CCC1	2.5
O=C1C=CC(=O)N1c1ccc(OC(F)F)cc1	-1.9
O=C(CC1C(=O)N(c2ccccc2)C(=O)N1Cc1ccco1)Nc1ccccc1 (stereo not drawn)	-0.8
Cc1[nH]c(=O)c(C#N)c(C)c1Cl	2.0
CCC(CC)NC(=O)c1cc(OC)c(OC)cc1[N+](=O)[O-]	1.0
CCN(Cc1ccccc1)S(=O)(=O)c1cc(C(=O)O)ccc1OC	0.2
COc1cccc(C2NC(=O)NC(C)=C2C(=O)Nc2ccc(C)cc2)c1 (stereo not drawn)	21.2*
Cc1cc(=O)oc2cc(OCc3ccc(C(=O)N4CCN(c5ccc([N+](=O)[O-])cc5)CC4)cc3)ccc12	-0.3
O=C(Nc1ccc2c(c1)C(=O)NC2=O)c1ccc2ncsc2c1	-2.1
Cc1cc(C)nc(N2CCCC(CCC(=O)NCc3ccc(F)c(F)c3)C2)n1 (stereo not drawn)	0.9
Cc1ccccc1Cc1c(C)nc2ncnn2c1C	-0.8
O=C(Oc1ccc2c3c(c(=O)oc2c1)CCCC3)c1ccco1	-1.1
FC(F)Oc1ccc(NC(=S)NCc2ccccc2)cc1Cl	0.7
CC1CCCN(C(=O)CN(C)S(=O)(=O)c2ccc3c(c2)c(=O)n(C)c(=O)n3C)C1 (stereo not drawn)	1.4
CC(=O)N(C)c1ccc(N=Nc2ccc3ncccc3c2)cc1	-0.5
O=C(NCC1CCCO1)C(=Cc1cccc([N+](=O)[O-])c1)C(=O)NCC1CCCO1 (stereo not drawn)	-1.6
COc1ccc(Cl)cc1NC(=O)CNCC(c1ccccc1)N(C)C (stereo not drawn)	-1.9

Some of the entries so far, comma-delimited:
SMILES,TTR transcr act
CC(=O)N(C)c1ccc(N=Nc2ccc3ncccc3c2)cc1,-0.5
COc1ccc(OCCC(=O)N2CCN(C)CC2)cc1,0.4
Cc1ccccc1Cc1c(C)nc2ncnn2c1C,-0.8
CCC(CC)NC(=O)c1cc(OC)c(OC)cc1[N+](=O)[O-],1.0
CC1CCCN(C(=O)CN(C)S(=O)(=O)c2ccc3c(c2)c(=O)n(C)c(=O)n3C)C1 (stereo not drawn),1.4

(listing goes on)
SMILES	TTR transcr act
O=C(CSc1ccc2nnc(-c3cccnc3)n2n1)NCc1ccc2c(c1)OCO2	-1.2
C=C(C)CC1Nc2ccccc2NC1CC(=C)C (stereo not drawn)	-1.2
COc1cc(NS(=O)(=O)c2ccc(NC(C)=O)cc2)nc(OC)n1	8.0
Cc1cccc(C(=O)N2CCN(c3ccc([N+](=O)[O-])c(N4CCOCC4)c3)CC2)c1	0.1
CCNc1cc(N2CCN(S(=O)(=O)c3ccc4c(c3)CCCC4)CC2)ccc1[N+](=O)[O-]	2.2
CC(NC(=O)CSc1nnc(CC(=O)Nc2ccc(Cl)c(Cl)c2)n1C)c1ccccc1 (stereo not drawn)	1.1

5 entries from above, as comma-separated lines:
structure,TTR transcr act
O=C(NC1CCOC1=O)c1ccccc1 (stereo not drawn),1.3
Cc1cc(C)nc(N2CCCC(CCC(=O)NCc3ccc(F)c(F)c3)C2)n1 (stereo not drawn),0.9
O=C(Cn1c(=O)sc2ccccc21)NCc1ccco1,-0.4
CC(=O)N1CCN(c2ccccc2NC(=O)c2ccc3ccccc3c2)CC1,-2.2
Cc1cc(C)c(S(C)(=O)=O)c(S(=O)(=O)c2ccc(Cl)cc2)n1,0.3

Some of the compounds tested; count on the stated rates, not on these rows.
